RAM inhibit – inhibitors of the yeast RAM network. S. cerevisiae dse1pr::URA3 reporter, 5-FOA growth OD615, 2 d; analog-sensitive cbk1-as2 kinase mutant strain. inhibition, % at 50 µM. 1.8% of 190,000 active. AID 868;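 active = inhibition above a set limit, 3 SD over mean compound inhibition, cut at about 8.4% in these data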;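 also: 0% = DMSO-only wells with no growth and 100% = 10 µM 1-NA-PP1 full growth; inhibition rescues growth on 5-FOA so higher OD means more RAM inhibition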
TLR4 MyD88 comp – inhibitors of human TLR4-MyD88 binding; HeLa CL3-4 TLR4/MyD88 BLA complementation, FRET ratio; inhibition, % at 8.4 µM; O00206+Q99836; AID 861; 0.18% of 200,000 active; in the data active = inhibition above about 25%;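 also: 0% = vehicle and 100% = reference inhibitor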
G6PDH counter – L. mesenteroides G6PDH inhibition counter-screen | 0.12% of 200,000 active | inhibition, % at 5 µM | Purified L. mesenteroides G6PDH, diaphorase/resazurin coupled fluorescence, 45 min
PMI act – increases human mannose-6-phosphate isomerase activity; P34949; purified human PMI, coupled resazurin fluorescence, 20 min; hits give high values; 1 = vehicle control, 0 substrate-free wells; activation factor at 20 µM; 0.005% of 190,000 active;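 active = activation factor of 2 or more at 20 µM, relative to plate controls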
Target sequence (P34949 whole entry, looked up): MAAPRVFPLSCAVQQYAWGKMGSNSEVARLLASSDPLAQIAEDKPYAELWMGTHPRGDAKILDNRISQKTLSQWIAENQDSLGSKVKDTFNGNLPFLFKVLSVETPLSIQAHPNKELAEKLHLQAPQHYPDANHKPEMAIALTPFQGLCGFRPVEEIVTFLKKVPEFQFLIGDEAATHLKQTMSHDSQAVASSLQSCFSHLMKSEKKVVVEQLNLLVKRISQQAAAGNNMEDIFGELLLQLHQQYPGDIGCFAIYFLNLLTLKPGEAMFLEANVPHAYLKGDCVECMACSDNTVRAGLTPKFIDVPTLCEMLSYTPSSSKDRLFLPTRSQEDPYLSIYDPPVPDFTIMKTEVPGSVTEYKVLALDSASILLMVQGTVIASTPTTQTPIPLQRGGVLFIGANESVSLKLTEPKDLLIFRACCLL
Diaph inh CS – diaphorase inhibition or chemical oxidation counter-screen; 0.69% of 190,000 active; diaphorase resazurin-to-resorufin fluorescence, NADH, 16 min; bacterial (C. kluyveri) enzyme, not human; inhibition, % at 20 µM; AID 1217;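 active = primary screen inhibition at 20 µM above a set limit, cut at about 50% in these data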;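 also: plate controls were DMSO with full reaction for no effect and wells lacking NADH for full effect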
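Detection: fluorescence of resorufin formed from resazurin, Ex 544/Em 590 nm; test system: Clostridium kluyveri diaphorase enzyme; amount: 0.14 U/mL diaphorase, enzyme working solution; times: 16-min room-temperature incubation before reading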
Redox H2O2 prof – compounds producing H2O2 with reducing agent – biochemical, NIH compound library profiling, artefact control for MLSCN library redox annotation, primary screen. DTT-dependent redox cycling H2O2, phenol red/HRP absorbance; 100% = 100 µM peroxide control, 0% = buffer. activation, % at 10 µM. 0.03% of 200,000 active;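 active = activation of at least 50% relative to the plate's high and low controls in the primary single-dose screen; inactive = activation below 50%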;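 also: compound incubated with DTT at 0.8 mM final as the reducing agent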
Hsp70 act – Hsp70 transcriptional activation, primary screen | HeLa Hsp70 promoter luciferase reporter, luminescence; scaled: vehicle 0, proteasome-inhibitor control 100% | activation, % at 10 µM | 0.04% of 200,000 active | AID 1203;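 active = activation above the mean across all tested compounds plus 3 SD, cutoff set per campaign, cut at about 5.5% in these data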;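 also: 100% = MG132 at 30 µM as the positive control and 0% = DMSO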
S1P3 antag – blocks the human S1P3 receptor; CHO S1P3 NFAT-BLA reporter, FRET fluorescence, antagonist mode; inhibition, % at 4.98 µM; Q99500; 0.27% of 170,000 active;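 active = inhibition above the plate cutoff, the mean inhibition of test wells on that plate plus 3 SD, cut at about 28% in these data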;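 also: cells challenged with S1P at its EC80 of 0.8 µM; blue over green emission ratio from cleaved BLA substrate after 4 h stimulation; 0% = S1P-stimulated wells and 100% = unstimulated DMSO-only wells; some compounds past the cut are filed as inactive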
Target sequence (Q99500 whole entry, looked up): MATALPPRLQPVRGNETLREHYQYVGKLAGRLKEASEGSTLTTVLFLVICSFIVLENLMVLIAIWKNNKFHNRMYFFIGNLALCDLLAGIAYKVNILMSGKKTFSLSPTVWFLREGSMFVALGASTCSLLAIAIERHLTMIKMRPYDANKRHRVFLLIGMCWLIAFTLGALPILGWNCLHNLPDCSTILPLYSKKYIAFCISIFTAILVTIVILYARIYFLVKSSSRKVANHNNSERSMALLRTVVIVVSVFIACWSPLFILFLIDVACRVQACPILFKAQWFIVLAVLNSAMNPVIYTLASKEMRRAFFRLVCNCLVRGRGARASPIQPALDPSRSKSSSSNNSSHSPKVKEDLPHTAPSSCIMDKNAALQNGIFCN
PMI act satM6P – increases human PMI activity with near-saturating mannose 6-phosphate. AID 1216. coupled PMI enzyme assay, resazurin fluorescence, 20 min; hits give high values; 1 = untreated enzyme, 0 = substrate-free blank. P34949. 0.34% of 190,000 active. activation factor at 20 µM;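 active = activation factor of 2 or more at 20 µM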
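Test system: Human PMI in coupled enzyme assay | Input: 15 ng/mL PMI | Medium: HEPES-buffered pH 7.4 with magnesium and detergent | Compound: One concentration, 20 µM, in 1% DMSO | Incubation: Enzyme reaction with compound 20 min at room temperature | Detection: Diaphorase-driven resazurin-to-resorufin fluorescence, excitation 544, emission 590 nm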
Diaph act CS – activates diaphorase or chemically reduces, flagging diaphorase assay artifacts. 0.005% of 190,000 active. Diaphorase/resazurin coupled assay, resorufin fluorescence, 16 min; hits give high values; 1 = vehicle wells, 0 = NADH-free wells. activation factor at 20 µM;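 active = diaphorase activity raised at least twofold by the compound at 20 µM; inactive = activation factor below 2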
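Assay system: Purified diaphorase enzyme from Clostridium kluyveri | Amount: Enzyme 0.07 U/mL final | Dosing: Compound 20 µM once, DMSO 1% | Timing: 16 min reaction at room temperature | Detection: Fluorescence, excitation 544 nm and emission 590 nm | Evaluation: Higher resorufin formation from activation or reduction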
L major viab – inhibitors of Leishmania major promastigote growth; Leishmania major promastigotes, resazurin fluorescence viability; inhibition, % at 10 µM; 9% of 200,000 active; AID 1063;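 also: promastigotes grown with compound for 44 hours at 28 °C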
Starred values were filed as active, the others as inactive; . = not tested or not shown. Rule as the data show it, unless noted: active = inhibition above about 50%; inactive = the rest.

no.	mol	RAM inhibit	TLR4 MyD88 comp	G6PDH counter	PMI act	Diaph inh CS	Redox H2O2 prof	Hsp70 act	S1P3 antag	PMI act satM6P	Diaph act CS	L major viab
1	CCOc1ccccc1N=c1oc2cc(O)ccc2cc1C(=O)NCC1CCCO1 (stereo unspecified)	0.3	-23	7	0.9	18	-0.2	0.1	.	0.9	0.8	21
2	CCOc1ccc(-c2cn3ccccc3n2)cc1	-0.4	12	34	1	-5	-1.2	-0.7	-12	1	1	18
3	O=C(CC1(O)C(=O)Nc2cc(Cl)cc(Cl)c21)c1ccncc1 (stereo unspecified)	0.7	-4	16	1	1	0.2	-0.3	-19	0.9	1	12
4	Cc1cc(C)c(NC(=O)c2sc3nc(C)[nH]c(=O)c3c2C)c(C)c1	4.7	-4	5	1	-11	1.1	-0.1	-5	1.1	1.1	-8
5	CC(C)(C)NC(=O)C(=O)NNC(=O)c1cccc(Br)c1	-0.4	2	5	1	-3	1.1	0.1	2	0.9	1	-5
6	CC12C=CC3(O1)C(C(=O)N(c1cccnc1)C3C(=O)NC1CCCCC1)C2C(=O)Nc1ccccc1 (stereo unspecified)	0.0	1	10	1	6	0.1	-0.4	.	1	0.9	-3
7	CSc1nc(O)c(C(c2cccc([N+](=O)[O-])c2)c2c(O)nc(SC)[nH]c2=O)c(=O)[nH]1	0.9	-10	22	1.2	0	0.0	-0.2	-9	1	1	-6
8	CCOc1ccc(S(=O)(=O)NC(C)(C)C)cc1-c1nc2c(C(C)(C)C)nn(C)c2c(=O)[nH]1	5.6	-10	12	0.9	28	-1.1	0.3	.	0.9	0.7	71*
9	COc1ccc(Cl)cc1/C=C(\C#N)C(N)=O	0.1	-2	18	.	.	0.3	-0.2	-1	.	.	20
10	COc1cccc(-n2c(COc3ccc(C)cc3)nnc2SCC(=O)O)c1	0.8	-4	8	1.3	-27	3.7	0.1	-3	1.2	1.3	-7
11	O=C(Nc1ccc2c(c1)OCCO2)c1cc(-c2ccccc2)nc2ccccc12	1.9	18	-9	0.9	17	1.4	-0.2	.	0.9	0.8	9
12	Cn1c(=O)[nH]c(=O)c2c1nc(N1CCN(Cc3ccccc3)CC1)n2CCCc1ccccc1	0.5	1	6	1.2	-10	-0.6	0.6	12	1.1	1.1	30
13	COc1ccc(C)cc1S(=O)(=O)Nc1ccc(F)c(Cl)c1	0.2	-5	8	0.9	20	2.4	0.0	-26	0.9	0.8	24
14	O=C(CN(CC1CCCO1)C(=O)CNS(=O)(=O)c1ccccc1)NCc1ccccc1 (stereo unspecified)	3.2	-2	2	1	3	-3.8	-0.2	-10	1	1	-3
15	O=S(=O)(c1cccc(-c2nnc(SCc3nc4ccccc4s3)o2)c1)N1CCOCC1	1.6	2	6	1	22	0.9	-0.3	9	1.3	0.8	5
16	O=C(O)c1cccc(C(=O)Nc2cccc(NC(=O)C3CCCO3)c2)c1 (stereo unspecified)	2.1	-29	5	1	4	-1.9	-0.3	-2	1	1	-6
17	CCOC(=O)C1=C(C)NC(C)=C(C(=O)OCC)C1C(=O)OCC(=O)N1CCC(C)CC1	0.6	1	2	1	9	2.3	-0.5	-7	1	0.9	7
18	Nc1nc(SCC(=O)N2CCCc3ccccc32)n(-c2ccccc2)n1	0.7	4	4	1	16	-1.3	0.0	-17	1	0.8	-1
19	COCCNc1nnnc2c1sc1nc(N3CCOCC3)c3c(c12)CCCC3	4.6	-15	-2	0.9	29	-0.3	-0.4	-15	1	0.7	62*
20	O=C(O)CCCCCNC(=O)c1ccccc1	0.3	8	-1	1	11	0.4	-0.1	.	1	0.9	-4
21	CC(C)CC(NC(N)=O)C(=O)NCCc1ccc(Cl)cc1 (stereo unspecified)	1.6	-3	0	1	8	-0.8	-0.2	-18	1	0.9	-1
22	Cc1cccc(C(=O)NC(=S)NCc2cccnc2)c1	0.8	-3	-2	1.1	12	.	-0.3	1	1	0.9	32
23	Cc1ccc(NC(=O)CN(C)C(=O)c2n[nH]c(=O)c3ccccc23)cc1	0.9	-3	10	0.9	7	-0.6	-0.3	-12	0.9	0.9	-5
24	O=C(CSC1=NCCN1)NC(c1ccccc1)c1ccccc1	5.2	-1	8	1	2	1.3	-0.2	-23	0.9	1	94*

Overlap with the part before: 2 entries, followed by the next part.
no.	mol	RAM inhibit	TLR4 MyD88 comp	G6PDH counter	PMI act	Diaph inh CS	Redox H2O2 prof	Hsp70 act	S1P3 antag	PMI act satM6P	Diaph act CS	L major viab
23	Cc1ccc(NC(=O)CN(C)C(=O)c2n[nH]c(=O)c3ccccc23)cc1	0.9	-3	10	0.9	7	-0.6	-0.3	-12	0.9	0.9	-5
24	O=C(CSC1=NCCN1)NC(c1ccccc1)c1ccccc1	5.2	-1	8	1	2	1.3	-0.2	-23	0.9	1	94*
25	CCOc1ncccc1C(=O)Nc1ncc(C)s1	0.8	-10	3	0.9	13	-2.2	-0.2	5	0.9	0.9	7
26	O=C(NCc1cccs1)c1ccc(CS(=O)(=O)c2ccc(Cl)cc2)o1	3.3	-1	5	0.9	13	0.1	-0.4	.	0.9	0.9	-1
27	CCOC(=O)N1CCN(C(=O)CCl)CC1	2.3	-3	8	1.2	29	-0.3	0.1	0	1.1	0.7	10
28	NS(=O)(=O)c1ccc(CCNC(=O)CSc2ccc3ccccc3c2)cc1	2.2	-5	6	1.1	4	-0.4	-0.3	1	1.1	1	3
29	Cc1ccc(C(=O)Nc2nc3ccccc3n2CCN2CCCC2)cc1	0.1	-4	2	1.1	-14	2.2	-0.1	-4	1.1	1.1	39
30	OC(COCc1ccc2c(c1)OCO2)CN1CCCCC1 (stereo unspecified)	2.4	-8	5	1	-10	0.5	0.2	-18	1	1.1	-7
31	Cc1ccc2nc(-c3ccco3)c(Nc3ccccc3)n2c1	-0.1	-7	-7	1	12	-0.2	-0.3	-10	0.9	0.9	4
32	CCOc1cccc(C2C(C#N)=C(N)Oc3cc(C)oc(=O)c32)c1OCC (stereo unspecified)	0.5	-6	9	1	19	0.9	-0.3	.	0.9	0.8	9
33	CNC(=S)N/N=C(\C)c1ccc(Cl)s1	0.2	-2	9	0.9	-2	0.4	-0.3	-3	1	1	-3
34	CCOC(=O)N1CCN(C(=O)COc2ccccc2Cl)CC1	1.4	10	-6	1.1	5	-3.2	-0.2	-24	1.1	1	-5
35	C=CCn1c(SCc2csc(C)n2)nc2sc3c(c2c1=O)CCCC3	9.3*	-2	10	1	2	0.0	0.1	.	1	1	0
36	CN(Cc1ccccc1)S(=O)(=O)c1cccc(C(=O)O)c1	-0.9	3	5	1.2	-6	-0.1	0.1	-5	1.1	1.1	-5
37	CC(C)C(=O)Nc1cccc(-c2cnc3ccccc3n2)c1	3.0	-3	2	1	11	0.1	-0.3	.	1	0.9	6
38	CCc1ccc(NC(=O)N(C2CCC(C)CC2)C2CCN(C(C)=O)CC2)cc1 (stereo unspecified)	1.4	11	4	1	-8	-3.5	-0.3	6	1	1.1	32
39	Cc1nnc(SCC(=O)N2CCN(c3ccccc3)CC2)n(N)c1=O	1.7	2	6	1.1	2	-0.7	-0.1	4	1	1	-3
40	CCCn1nnnc1SCC(=O)NCc1ccc(OC)cc1	1.2	17	6	1	1	-2.8	-0.3	.	1	1	-11
41	CCOC(=O)N1CCN(C(=O)c2cn(CC)c3ccc(S(=O)(=O)N4CC(C)CC(C)C4)cc3c2=O)CC1 (stereo unspecified)	-0.4	9	9	1	6	0.5	0.0	-4	1.1	0.9	-7
42	O=c1[nH]c2ccsc2c(=O)n1-c1ccc(F)c(Cl)c1	-1.2	8	3	1	11	-0.5	-0.3	.	1	0.9	-3
43	CN(CC(=O)N1CCc2ccccc21)S(=O)(=O)c1ccc(Br)s1	3.9	-6	-1	1	16	0.3	-0.3	.	1	0.8	-1
44	CCOC(=O)C1CCN(Cc2cc(C(C)C)c(O)c(C(C)C)c2)CC1	0.8	-18	6	1	-4	-1.4	0.0	-12	0.9	1	58*
45	Cc1ccccc1OCC(=O)NNC(=O)CCc1ccccc1	0.6	-6	17	1	2	-0.2	-0.5	0	1.1	1	-7
46	COC(=O)c1[nH]c2cccc(OC)c2c1NC(=O)CCN1CCC(C)CC1	0.7	-10	-1	1	15	-0.1	-0.6	10	1	0.8	-2
47	O=C(COC(=O)c1cc2c(s1)CCCC2)Nc1ccc(Cl)cn1	-0.5	-10	-14	0.9	10	0.7	-0.1	5	1	0.9	-7
48	CCOC(=O)/C(C#N)=C/c1ccc(SC)cc1	0.0	0	0	1.1	-6	-0.4	0.0	-8	1.1	1.1	-2
49	CC(Sc1ncc(C(F)(F)F)cc1Cl)C(=O)NCC1CCCO1 (stereo unspecified)	1.1	-23	5	1	12	0.2	-0.1	0	1	0.9	5

Screens from PubChem.
